High-throughput results from PubChem BioAssay.
C8 TRAIL sens: caspase-8 TRAIL sensitization. NB7+C8 cells + TRAIL, ATPlite viability luminescence. inhibition (viability loss, TRAIL sensitization), % at 10 µM. actives 1% (n = 360,000). AID 624354;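 active = compounds causing at least 50% loss of cell viability in the single-dose screen, relative to plate controls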
Peg3 prom inh: Peg3 promoter activity inhibition; HeLa PEG-Prom luciferase reporter, luminescence, overnight; inhibition, % at 20 µM; actives 1.7% (n = 360,000); AID 588405;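 active = inhibition of at least 50% at 20 µM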
TRPM1 prom inh: MITF TRPM1 promoter inhibition in SK-MEL-5 cells; SK-MEL-5 TRPM1 promoter luciferase, 24 h; inhibition, % at 12.5 µM; actives 0.83% (n = 330,000);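 active = mean inhibition across replicates of 60% or more, whatever share of single replicates reaches that level; inconclusive = some that reach 60%, reason not given; inactive = mean inhibition across replicates below 60%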; note: values of inactives mirror those of a sister screen read the other way
EBV LMP1 NFkB: reduces LMP1-driven NF-kappaB luciferase signal | LMP1-induced NF-kappaB luciferase reporter cells, luminescence | inhibition, % at 12.5 µM | actives 0.69% (n = 350,000); in the data active = inhibition above about 41%; inconclusive = no clear call, values can overlap the other calls;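 note: 0% = neutral control wells and 100% = reference inhibitor control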
NR2E3 ag-1: agonists of human nuclear receptor NR2E3 | AID 2300 | actives 0.12% (n = 320,000) | inhibition of corepressor binding, % at 4.78 µM | GST-NR2E3/biotin-RetCOR TR-FRET, 1536-well;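 active = percent inhibition above the cutoff of mean plus 3 SD of all tested compounds, set per screening campaign, cut at about 20% in these data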;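 note: 0% = DMSO wells and 100% = biotin wells as full block of FRET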
Target sequence (Q9Y5X4 whole entry, looked up): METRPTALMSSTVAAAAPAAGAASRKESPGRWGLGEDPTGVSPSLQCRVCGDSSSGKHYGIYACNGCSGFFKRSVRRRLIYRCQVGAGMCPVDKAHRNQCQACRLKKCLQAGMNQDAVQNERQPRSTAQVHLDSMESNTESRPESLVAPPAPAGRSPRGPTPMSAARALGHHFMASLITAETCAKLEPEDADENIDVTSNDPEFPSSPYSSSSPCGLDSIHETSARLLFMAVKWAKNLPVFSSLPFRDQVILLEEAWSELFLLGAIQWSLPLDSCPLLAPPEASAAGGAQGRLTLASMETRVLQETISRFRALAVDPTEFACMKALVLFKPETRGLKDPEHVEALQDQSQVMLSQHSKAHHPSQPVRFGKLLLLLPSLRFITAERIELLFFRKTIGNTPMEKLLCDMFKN
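Test system: GST-NR2E3 and biotin-RetCOR proteins | Quantity: 1.35 nM GST-tagged NR2E3 final | Medium: Tris pH 7.5 | Also added: 7 nM biotin-RetCOR | Dosing: Compound at 4.8 µM, single dose | Timing: 5 h at 4 °C | Detection: Time-resolved FRET | Read-out basis: Percent inhibition | Benchmarks: Biotin wells as high control, 0.6% DMSO wells as low control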
Shn3 3UTR inh: inhibitors of Schnurri-3 3'UTR reporter in osteoblasts. Clone20 osteoblast Shn3 3'UTR firefly luciferase, 24 h. inhibition, % at 12.5 µM. actives 0.52% (n = 360,000);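 active = mean inhibition of at least 75% with every replicate also reaching 75%; inconclusive = mean inhibition at least 75% but some replicate below; inactive = mean inhibition below 75%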;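 note: 0% = median of neutral control wells and 100% = pilot-screen positive control compound; some compounds past the cut are filed as inactive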
KKLEB tox: CF airway cell cytotoxicity counter-screen | KKLEB CF airway cells viability, ATPlite luminescence, overnight; hits give low values; cells stimulated with P. aeruginosa culture filtrate | activity change (cytotoxicity), % at 5 µM | actives 0.36% (n = 360,000);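 active = corrected activity change at or below -50% at 5 µM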
HIF-2a inh: blocks HIF-2a reporter activity; 786-0 RCC cells HIF-2a reporter, luciferase luminescence, overnight; inhibition, % at 18.8 µM; actives 0.72% (n = 360,000);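 active = inhibition of the luminescence signal of 40% or more relative to plate controls, in a single-dose primary screen at 18.75 µM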
iPSC survival up: hiPSC single-cell survival enhancement; ATPlite luminescence; 100% = ROCK inhibitor wells, 0% = DMSO; survival enhancement, % at 20 µM; actives 0.044% (n = 360,000); AID 602274; in the data active = survival enhancement above about 18%;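 note: cells exposed to compounds for 16 hours before the ATP read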
CF NFkB block: inhibitors of cystic fibrosis induced NF-kB; actives 0.86% (n = 360,000); AID 588850; KKLEB NF-kB-GFP reporter, PAF-induced, GFP fluorescence overnight; inhibition, % at 5 µM;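 active = at least 50% inhibition at 5 µM, scaled per plate between neutral and stimulator controls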;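 note: PAF is a Pseudomonas aeruginosa culture filtrate used as stimulus; plate controls were PAF-stimulated DMSO wells for no effect and unstimulated DMSO wells for full effect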
NR2E3 ag-2: activates human NR2E3 receptor. actives 0.35% (n = 360,000). AID 602229. CHO-S Gal4-NCOR/VP16-NR2E3 two-hybrid, luciferase. inhibition of corepressor binding, % at 3.98 µM;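 active = inhibition above the mean of all tested compounds plus 3 SD, cut at about 70% in these data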;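 note: 0% = DMSO with NR2E3 transfected cells and 100% = cells lacking NR2E3 construct; higher means lower luciferase signal from less NR2E3 corepressor binding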
Starred values were filed as active, the others as inactive; ? = inconclusive; nt = no result given.

Results follow in this order: EBV LMP1 NFkB	HIF-2a inh	Shn3 3UTR inh	NR2E3 ag-1	KKLEB tox	CF NFkB block	NR2E3 ag-2	iPSC survival up	Peg3 prom inh	TRPM1 prom inh	C8 TRAIL sens
CS(=O)(=O)Nc1ccccc1C(=O)Nc1cc2c(cc1C(=O)O)OCCCO2
  -3	12	-20	1	3	2	-13	0.7	-10	-15	-17
O=[N+]([O-])c1nn(-c2ccccc2)n(O)c1=NC1CCN(Cc2ccccc2)CC1
  -7	24	-1	1	-6	-25	30	-0.5	-5	21	1
Cc1[nH]c2ccccc2c1/C=N/NC(=O)CNC(=O)c1ccc2c(c1)OCO2
  -15	8	4	5	-1	-2	13	-0.5	12	-2	0
Cc1c(C(=O)N2CCC(C)CC2)sc2ncn(CC(=O)N3CCC(C)CC3)c(=O)c12
  -1	8	18	-4	12	12	-16	0.0	-9	3	2
Cc1ccc(S(=O)(=O)NCCSc2nnnn2-c2cc(C)ccc2C)cc1
  12	19	40	-2	2	16	30	-2.2	26	11	-8
C=CCC1(CC=C)CCCN1C(=O)C1CCC(=O)N(Cc2ccc(Cl)cc2)C1 (stereo not given)
  -19	-177	47	nt	-6	5	-69	-1.0	-184	nt	2
CCCCN(c1nc2ccccc2nc1Cl)S(=O)(=O)c1ccc(C)cc1
  -2	19	?	-2	-8	2	6	-0.3	31	9	7
O=C(c1ccc2c3c(cccc13)CC2)C1CCCN(Cc2ccc(OCCO)cc2)C1 (stereo not given)
  ?	4	6	0	-19	25	-12	-0.1	11	-14	12
CN(C)CCNC(=S)Nc1ccccc1Cl
  -3	5	51	-1	6	-1	-6	0.9	4	-6	-5
COc1ccc(CCN(C)C2CCCN(C(=O)c3sccc3C)C2)cc1OC (stereo not given)
  -3	14	20	1	8	6	9	0.1	3	10	-8
Cc1c(Cl)cccc1NC(=S)Nc1ccc(S(=O)(=O)Nc2ncccn2)cc1
  -1	-2	15	nt	14	-23	13	7.3	5	-8	-11
O=C(Cn1cnc2scc(-c3ccc(F)cc3)c2c1=O)N1CCOCC1
  -1	6	11	4	8	1	-16	0.9	7	5	2
CCOC(=O)c1sc(NC(=O)c2ccncc2)nc1C
  -16	-66	-11	0	7	-2	-2	0.5	-48	1	9
Cc1c(C(=O)NCc2n[nH]c(=S)n2-c2ccc(F)cc2)cccc1[N+](=O)[O-]
  -2	17	-6	5	1	6	-28	1.4	6	10	5
CC(C)[C@H](NC(=O)c1ccco1)C(=O)Nc1ccc(N2CCCCCC2)cc1
  -6	-1	-30	nt	6	6	-14	-0.9	6	nt	1
N#Cc1cccc(NC(=O)COC(=O)c2cc(S(=O)(=O)Nc3ccccc3Cl)ccc2O)c1
  -4	-3	13	nt	-6	34	18	9.5	33	8	-2
CCCCNS(=O)(=O)c1ccc(OC)c2ncccc12
  -2	28	7	0	-14	4	-32	-1.0	7	0	4
CCCCNC(=O)/C(C#N)=c1\s/c(=C\c2ccccc2OC(F)F)c(=O)n1CCCOC
  -22	5	0	3	-2	-12	-41	-0.4	5	11	1
CN1CCN(CC(=O)Nc2nc(-c3ccccc3)cs2)CC1
  4	-19	0	0	-2	-4	-11	-0.5	-18	-2	-10
OCCN1CCN(C(=S)NC2CCCC2)CC1
  -12	14	-9	3	3	-3	13	1.4	4	5	-6
Cc1cccc2sc(NC(=O)Cn3cccc3)nc12
  5	-13	5	-1	-2	17	0	-0.7	-9	-10	1
O=C(OCC(=O)N1CCN(c2ccccc2)CC1)C1=COCCO1
  6	-31	-39	1	2	5	-18	1.6	-19	-9	-8
O=C(CCCN1C(=O)c2cccc3cccc(c23)C1=O)N1CCN(c2ccccn2)CC1
  4	16	-4	-3	-1	-5	-10	0.4	36	4	-5
Cn1cnc2cc(NCc3ccccc3Cl)ccc21
  0	-226	-47	-2	-8	0	-64	-0.5	-181	-86	16
Cc1ccc2nc(-c3cccc(Br)c3)cc(C(=O)NC3=NCCS3)c2c1
  -11	-182	-2	-1	1	-17	-57	-0.7	-98	-50	-1
O=C(NCc1ccc2c(c1)OCO2)c1cc(F)c(F)cc1Cl
  4	-62	-31	4	-1	-3	-17	0.3	-33	-5	2
CC(=O)Nc1ccc(S(=O)(=O)N[C@@H](C)C(=O)OCC(=O)c2ccc(Br)s2)cc1
  4	-2	3	nt	3	-12	-2	1.3	-12	nt	0
COc1ccc(S(=O)(=O)N(C)C[C@H]2Oc3ncc(Br)cc3C(=O)N([C@@H](C)CO)C[C@@H]2C)cc1
  0	12	14	nt	-3	-5	-20	-2.9	9	nt	1
Cc1cc(C)cc(NC(=O)CN2C(=O)NC(C)(c3ccccc3)C2=O)c1 (stereo not given)
  -4	3	0	-2	-2	-1	-4	0.6	6	4	-9
C/C(=N/NC(=O)c1ccco1)c1cccc(NC(=O)c2ccc(C)o2)c1
  5	-35	-16	1	-2	2	-131	0.8	-24	-22	14
COc1ccccc1NC(=S)N1CCCC1
  -5	11	5	0	10	-8	19	4.1	8	2	-4
Cc1nc(C)c(C(=O)O)c(-c2ccsc2)c1C(=O)O
  nt	18	-5	-4	-2	0	-4	0.1	9	nt	-15
N#CC1(NC(=O)CSc2nc3ncc(Cl)cc3[nH]2)CCCCC1
  4	-13	-2	2	8	-22	-9	-0.5	9	-1	11
O=C(NC1CCCCC1)C(c1ccncc1)N(Cc1ccc2c(c1)OCO2)C(=O)c1cnsn1 (stereo not given)
  -3	-5	10	-2	-13	14	-21	5.3	11	0	-7
CSC1=NC2(C)CCCCC2C12C=CC(=O)C=C2 (stereo not given)
  8	14	-11	-2	-4	20	2	0.0	28	5	12
COc1ccccc1CCN=C(N)NS(=O)(=O)c1ccc(C)cc1
  -26	17	14	4	-9	4	2	-0.9	14	8	-2
CCN(CC(=O)NCc1ccc(Cl)cc1)C(=O)CSCC(=O)Nc1cccc(C)c1
  0	5	-2	2	-5	-15	-21	-0.6	-5	0	-2
C(=C\c1ccccn1)/c1cccnc1
  -12	-113	8	nt	-2	-6	-40	-0.6	-104	-29	3
COc1cccc(/C=C(\C#N)C(=O)NC2CCS(=O)(=O)C2)c1 (stereo not given)
  4	16	15	-5	-17	11	10	2.7	6	1	6
O=C(NCC(c1cccs1)N1CCOCC1)C1CCN(S(=O)(=O)c2cc(Cl)ccc2Cl)CC1 (stereo not given)
  2	9	15	nt	-2	7	25	-0.4	7	-9	-10

Brought forward from above: 2 entries, followed by the next part.
Results follow in this order: EBV LMP1 NFkB	HIF-2a inh	Shn3 3UTR inh	NR2E3 ag-1	KKLEB tox	CF NFkB block	NR2E3 ag-2	iPSC survival up	Peg3 prom inh	TRPM1 prom inh	C8 TRAIL sens
COc1cccc(/C=C(\C#N)C(=O)NC2CCS(=O)(=O)C2)c1 (stereo not given)
  4	16	15	-5	-17	11	10	2.7	6	1	6
O=C(NCC(c1cccs1)N1CCOCC1)C1CCN(S(=O)(=O)c2cc(Cl)ccc2Cl)CC1 (stereo not given)
  2	9	15	nt	-2	7	25	-0.4	7	-9	-10
COCCn1c(SCC(=O)Nc2ccc3[nH]c(=O)[nH]c3c2)nc2ccccc21
  6	14	-14	nt	4	1	1	0.5	29	-13	3
CC1CCCN(C(=O)CCCNC(=O)c2ccc(Cl)cc2)C1 (stereo not given)
  -5	6	-1	0	2	-16	-2	0.7	-5	13	-20
CCCOc1ccc(C(=O)NNC(=O)CCNC(=O)c2ccco2)cc1OC
  5	-2	-1	2	3	-18	18	-0.2	-10	8	-5
CCCOC(=O)CCCC[C@H]1SC[C@@H](NC(=O)OC)[C@H]1NC(=O)OC
  4	15	4	5	6	1	6	-0.6	2	10	-9
CCOC(=O)c1cn(CC(=O)Nc2ccc(OC)cc2OC)nn1
  -12	20	10	-1	-3	-5	-1	0.3	11	8	2
Oc1ccccc1N1CCN(c2ncccn2)CC1
  -6	-62	24	3	-4	-15	-9	1.9	-8	-21	-16
COc1cc2c(C(=O)N3CCN(c4ccccc4)CC3)c(C)oc2cc1Br
  -3	10	12	-3	-3	14	-15	0.9	-8	2	-5
COc1ccc(CN2C(=O)[C@@H]3C(c4ccccc4Cl)=NO[C@@H]3C2=O)cc1
  9	6	-5	0	-2	-3	18	-4.4	12	-5	-22
O=C(Nc1cccc(-c2cnc3ccccc3n2)c1)c1ccc(Cl)cc1
  -1	-8	-2	5	-21	24	-7	3.3	-10	-4	-1
COCc1nc2oc3ccccc3c(=O)c2cc1C(=O)OC
  1	-191	-41	-1	-7	-2	-3	1.3	-221	-84	11
Cc1nnc(NC(=O)c2ccc(S(=O)(=O)N3CCc4ccccc4C3)cc2)o1
  4	14	-2	-1	-12	9	17	-1.6	7	-13	-8
CCOC(=O)c1cc(-c2ccccc2)n(CC(=O)Nc2ccc(OC)c(OC)c2)c1C
  -15	27	12	-3	-2	2	-1	-1.9	17	11	1
O=C(c1cc(-c2ccccc2)on1)N1CCCc2ccccc21
  -2	-166	-24	3	-30	-2	-65	0.5	-107	-5	6
c1ccc2c(c1)CC/C2=N/Nc1nc2ccccc2[nH]1
  -33	-359	-72	0	-2	-29	-108	-0.5	-276	-83	2
CCCc1nc(SCc2ccccn2)c2c(=O)n(C)c(=O)n(C)c2n1
  2	4	5	1	5	-7	-53	-1.4	1	nt	-18

These rows are one share of the data; count on the stated rates, not on these rows.
